Source: PubChem (several laboratories)
HIF-2a block – HIF-2a inhibition; 786-0 RCC cells HIF-2a reporter, luciferase luminescence, overnight; 360,000 tested, 0.72% active; inhibition, % at 18.8 µM;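 active means inhibition of the luminescence signal of 40% or more relative to plate controls, in a single-dose primary screen at 18.75 µM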
TRPM1 prom inh – MITF TRPM1 promoter inhibition in SK-MEL-5 cells; 330,000 tested, 0.83% active; SK-MEL-5 TRPM1 promoter luciferase, 24 h; inhibition, % at 12.5 µM;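 active means mean inhibition across replicates of 60% or more, whatever share of single replicates reaches that level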; further: values of inactives mirror those of a sister screen read the other way
NR2E3 ag-1 – human photoreceptor-specific nuclear receptor agonism. 360,000 tested, 0.35% active. inhibition of corepressor binding, % at 3.98 µM. Q9Y5X4. AID 602229. CHO-S Gal4-NCOR/VP16-NR2E3 two-hybrid, luciferase;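 active means inhibition above the mean of all tested compounds plus 3 SD, cut at about 70% in these data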;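 further: 0% = DMSO with NR2E3 transfected cells and 100% = cells lacking NR2E3 construct; higher means lower luciferase signal from less NR2E3 corepressor binding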
Target sequence (Q9Y5X4 whole entry, looked up, the tested form may be a part): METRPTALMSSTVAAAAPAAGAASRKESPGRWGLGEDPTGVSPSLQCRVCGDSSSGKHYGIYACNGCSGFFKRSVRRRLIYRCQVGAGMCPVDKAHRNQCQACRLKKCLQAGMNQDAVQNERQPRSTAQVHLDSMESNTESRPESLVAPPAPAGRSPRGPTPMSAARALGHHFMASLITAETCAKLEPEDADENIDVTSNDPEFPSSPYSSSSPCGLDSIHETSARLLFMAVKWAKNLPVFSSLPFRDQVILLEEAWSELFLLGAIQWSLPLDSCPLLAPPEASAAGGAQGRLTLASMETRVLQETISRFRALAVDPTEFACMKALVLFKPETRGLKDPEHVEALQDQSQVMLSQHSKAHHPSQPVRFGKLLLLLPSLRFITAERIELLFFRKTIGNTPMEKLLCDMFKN
CF NFkB block – blocks PAF-induced NF-kB reporter in cystic fibrosis cells | 360,000 tested, 0.86% active | KKLEB NF-kB-GFP reporter, GFP fluorescence overnight | inhibition, % at 5 µM;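 active means at least 50% inhibition at 5 µM, scaled per plate between neutral and stimulator controls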;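 further: PAF is a Pseudomonas aeruginosa culture filtrate used as stimulus; plate controls were PAF-stimulated DMSO wells for no effect and unstimulated DMSO wells for full effect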
Peg3 promoter – reduces Peg3 promoter-driven luciferase expression in HeLa; HeLa PEG-Prom luciferase reporter, luminescence, overnight; 360,000 tested, 1.7% active; inhibition, % at 20 µM;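 active means inhibition of at least 50% at 20 µM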
Vif imaging – blocks HIV Vif function; HEK293T cells, Vif self-association by quenched fluorescence, imaging, 24 h; inhibition, % at 7.49 µM; 340,000 tested, 0.35% active; in the data active means inhibition above about 50%, passing the limit was not always enough; further: some results filed as inactive read as strong as hits
CaV13 FRET inh – Primary screen for inhibitors of IQ motif and Ca2+-dependent inactivation inhibitor domain binding in CACNA1D, Förster resonance energy transfer in living cells, …. HEK cells, CFP/YFP FRET ICDI-IQ, plate reader, 10 min; percent FRET-ratio fall versus neutral wells. inhibition, % at 12.3 µM. 340,000 tested, 0.098% active. AID 743397;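 active means mean replicate inhibition of at least 30% and at least 1% of replicates passing that level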;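 further: 0% = median of the neutral control wells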
NR2E3 ag-2 – agonists of human nuclear receptor NR2E3; GST-NR2E3/biotin-RetCOR TR-FRET, 1536-well; AID 2300; 320,000 tested, 0.12% active; inhibition of corepressor binding, % at 4.78 µM;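 active means percent inhibition above the cutoff of mean plus 3 SD of all tested compounds, set per screening campaign, cut at about 20% in these data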;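 further: 0% = DMSO wells and 100% = biotin wells as full block of FRET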
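Material: NR2E3–RetCOR corepressor complex | Quantity: 1.35 nM GST-tagged NR2E3 final | Schedule: 5 h at 4 °C | Replication: Singlicate compound wells | Reagent: RetCOR corepressor, biotinylated, 7 nM | Controls: Biotin wells as high control, 0.6% DMSO wells as low control | Signal: TR-FRET, Eu(K)-anti-GST donor, streptavidin-D2 acceptor, ex 340, em 617/671 nm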
KKLEB tox – reduces viability of KKLEB cystic fibrosis airway cells. activity change (cytotoxicity), % at 5 µM. 360,000 tested, 0.36% active. KKLEB CF airway cells viability, ATPlite luminescence, overnight; stronger effect = lower value; cells stimulated with P. aeruginosa culture filtrate. AID 602141;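 active means corrected activity change at or below -50% at 5 µM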
Shn3 inh set2 – inhibitors of Schnurri-3 3'UTR reporter in osteoblasts; Clone20 osteoblast Shn3 3'UTR firefly luciferase, 24 h; inhibition, % at 12.5 µM; 360,000 tested, 0.52% active;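 active means mean inhibition of at least 75% with every replicate also reaching 75%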;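 further: 0% = median of neutral control wells and 100% = pilot-screen positive control compound; some compounds past the cut are filed as inactive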
PDI turbidity – PDI (human) enzyme inhibition. 350,000 tested, 0.052% active. P07237. AID 588391. inhibition, % at 10 µM. PDI insulin aggregation turbidity, A650, 90 min;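 active means mean inhibition across replicates of 30% or more, whatever share of single replicates reach that level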;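 further: absorbance from insulin aggregation driven by PDI reduction with DTT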
Target sequence (P07237 whole entry, looked up): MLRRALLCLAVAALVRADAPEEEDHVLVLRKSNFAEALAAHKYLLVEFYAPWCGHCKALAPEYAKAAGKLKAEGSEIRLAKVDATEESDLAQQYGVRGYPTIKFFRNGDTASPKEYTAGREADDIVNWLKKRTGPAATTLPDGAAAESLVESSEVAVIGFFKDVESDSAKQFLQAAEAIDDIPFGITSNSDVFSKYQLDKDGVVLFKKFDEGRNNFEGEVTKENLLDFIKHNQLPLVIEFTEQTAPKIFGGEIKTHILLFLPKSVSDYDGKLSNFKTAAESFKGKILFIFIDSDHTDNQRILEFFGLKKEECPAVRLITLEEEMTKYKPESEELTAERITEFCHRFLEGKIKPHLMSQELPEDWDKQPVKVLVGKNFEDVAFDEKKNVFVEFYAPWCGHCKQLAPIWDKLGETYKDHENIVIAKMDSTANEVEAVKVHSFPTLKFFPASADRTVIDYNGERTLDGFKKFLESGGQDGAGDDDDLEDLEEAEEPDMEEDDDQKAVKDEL
Active calls of the source: *; nt = no result given.

Each structure is followed by: HIF-2a block	TRPM1 prom inh	NR2E3 ag-1	CF NFkB block	Peg3 promoter	Vif imaging	CaV13 FRET inh	NR2E3 ag-2	KKLEB tox	Shn3 inh set2	PDI turbidity
Cc1ccc(C(=O)N/C(=C\c2cccc([N+](=O)[O-])c2)C(=O)NC(Cc2ccccc2)C(=O)O)cc1 (stereo not drawn)
 : -1	0	-4	2	11	13	-2	5	-2	5	9
N#Cc1c(NC(=O)C2CC=CCC2C(=O)O)sc2c1CCCCCC2 (stereo not drawn)
 : 11	13	-12	-14	1	-7	-2	6	1	3	14
COc1ccc(C(=O)Nc2cccc(/C(C)=N/NC(=O)c3ccc([N+](=O)[O-])cc3)c2)cc1OC
 : -51	-27	0	19	-27	-13	-2	1	-11	0	-2
CC(C)CC(NC(=O)C1CCCCC1)C(=O)NCc1ccccn1 (stereo not drawn)
 : 5	-1	-17	12	-9	10	-5	0	-2	-4	7
Cn1nc(C(=O)NCc2ccc(F)cc2)c2ccccc2c1=O
 : 22	-6	8	-6	23	8	-4	-2	0	19	-2
Cn1cc(/C=C(\NC(=O)c2ccccc2Cl)C(=O)NCCN2CCOCC2)c2ccccc21
 : 3	-1	5	-1	-8	6	-4	-3	0	6	-5
O=C(C[C@@H]1C/C=C\C[C@H](Cc2ccc(F)cc2)C(=O)OC[C@@H](Cc2c[nH]c3ccccc23)NC1=O)NCCO
 : 21	-2	-8	-13	12	-2	-9	nt	18	-13	12
CCc1nc2ccccc2nc1N1CCN(S(=O)(=O)c2c(C)cc(Cl)cc2C)CC1
 : 23	nt	-16	11	22	19	-20	2	-2	12	7
O=C(CSc1ccc([N+](=O)[O-])cc1)OCC(=O)N1CCCC1=O
 : 7	4	11	-23	13	-3	-3	0	10	1	-9
O=C(NCc1ccccc1Cl)c1cccc(NC2=NC3CS(=O)(=O)CC3S2)c1 (stereo not drawn)
 : 4	nt	6	19	12	nt	-5	4	1	1	nt

Of the compounds above, these contain a Cl atom:
Each structure is followed by: HIF-2a block	TRPM1 prom inh	NR2E3 ag-1	CF NFkB block	Peg3 promoter	Vif imaging	CaV13 FRET inh	NR2E3 ag-2	KKLEB tox	Shn3 inh set2	PDI turbidity
Cn1cc(/C=C(\NC(=O)c2ccccc2Cl)C(=O)NCCN2CCOCC2)c2ccccc21
 : 3	-1	5	-1	-8	6	-4	-3	0	6	-5
CCc1nc2ccccc2nc1N1CCN(S(=O)(=O)c2c(C)cc(Cl)cc2C)CC1
 : 23	nt	-16	11	22	19	-20	2	-2	12	7
O=C(NCc1ccccc1Cl)c1cccc(NC2=NC3CS(=O)(=O)CC3S2)c1 (stereo not drawn)
 : 4	nt	6	19	12	nt	-5	4	1	1	nt

Other entries follow:
Each structure is followed by: HIF-2a block	TRPM1 prom inh	NR2E3 ag-1	CF NFkB block	Peg3 promoter	Vif imaging	CaV13 FRET inh	NR2E3 ag-2	KKLEB tox	Shn3 inh set2	PDI turbidity
Clc1ccc(SCc2nc3ccccc3[nH]2)cc1
 : -302	-119	-82	-1	-214	-14	-8	-1	1	-41	1
O=S(=O)(NCc1cccs1)NCc1ccccc1F
 : 12	7	4	0	-2	20	4	1	-6	2	3
CN(C(=O)c1cccc(NC(=O)Cc2ccc(NC(=O)C3CCN(C(=O)C4CCC4)CC3)cc2)c1)C1CCC1
 : 0	3	0	-8	-14	8	-9	nt	14	-2	-6
CCC1CCCCN1C(=O)CCc1nnc(C2CCCCC2)o1 (stereo not drawn)
 : -104	-24	-24	1	-55	-6	-3	-2	2	32	-5
COc1ccccc1N1CCN(C(=O)c2oc3ccccc3c2C)CC1
 : -8	36	-39	17	47	-2	-5	nt	-12	10	6
CCc1nn(CC(=O)NCCN2CCN(C)CC2)c(=O)c2cc3occc3n12
 : 11	-1	-6	6	-1	25	nt	-1	10	15	-4
O=C(Cc1coc(-c2ccc(F)cc2)n1)NCc1ccccc1
 : 0	6	-29	-1	-10	-12	-5	2	4	13	-4
O=C(NCCCN1CCCC1=O)Nc1cc(Cl)ccc1Cl
 : -1	6	-17	12	5	2	-3	2	-9	3	2
COc1ccc2c(=O)c(-c3ccc4c(c3)OCO4)coc2c1
 : -185	4	-145	-26	-165	nt	-5	-1	-18	-34	4
CC(=O)c1ccc(N(CC(=O)NCCc2ccccc2)C(=O)c2csnn2)cc1
 : -14	-13	9	-4	-1	-3	-3	-1	4	-11	-10

An excerpt of these results, with bars between the fields:
structure | HIF-2a block | TRPM1 prom inh | NR2E3 ag-1 | CF NFkB block | Peg3 promoter | Vif imaging | CaV13 FRET inh | NR2E3 ag-2 | KKLEB tox | Shn3 inh set2 | PDI turbidity
Clc1ccc(SCc2nc3ccccc3[nH]2)cc1 | -302 | -119 | -82 | -1 | -214 | -14 | -8 | -1 | 1 | -41 | 1
O=S(=O)(NCc1cccs1)NCc1ccccc1F | 12 | 7 | 4 | 0 | -2 | 20 | 4 | 1 | -6 | 2 | 3
CN(C(=O)c1cccc(NC(=O)Cc2ccc(NC(=O)C3CCN(C(=O)C4CCC4)CC3)cc2)c1)C1CCC1 | 0 | 3 | 0 | -8 | -14 | 8 | -9 | nt | 14 | -2 | -6

The results go on.
Assay codes – A = HIF-2a block; B = TRPM1 prom inh; C = NR2E3 ag-1; D = CF NFkB block; E = Peg3 promoter; F = Vif imaging; G = CaV13 FRET inh; H = NR2E3 ag-2; I = KKLEB tox; J = Shn3 inh set2; K = PDI turbidity
Structure: Cc1cc(OCC(O)CN2C(C)CCCC2C)ccc1C(C)C (stereo not drawn)
  A = 16 | B = -15 | C = -2 | D = 8 | E = 7 | F = 25 | G = -5 | H = 0 | I = 6 | J = 15 | K = 6
Structure: CC(=O)C1=C(C)NC(C)=C(C(C)=O)C1c1ccccc1
  A = 14 | B = 1 | C = 14 | D = 13 | E = -10 | F = 11 | G = -7 | H = 0 | I = -1 | J = -1 | K = 3
Structure: COc1cc(-c2nc(C(=O)NC3CCCCC3)cc3c2[nH]c2ccccc23)cc(OC)c1OC
  A = -2 | B = 5 | C = -47 | D = 31 | E = 19 | F = -4 | G = nt | H = 0 | I = 2 | J = 46 | K = nt
Structure: Cc1ccc(C2=NCCn3nc4cc([N+](=O)[O-])ccc4c32)cc1
  A = -56 | B = -17 | C = 10 | D = 2 | E = -39 | F = -3 | G = -13 | H = -1 | I = -13 | J = -1 | K = 4
Structure: Cc1ccccc1Cn1c(=O)sc2ccccc2c1=O
  A = 9 | B = -3 | C = -31 | D = -4 | E = 7 | F = 6 | G = -4 | H = -4 | I = 0 | J = -2 | K = 2
Structure: COc1cccc(C(=O)OCC(=O)c2ccc(Br)s2)c1OC
  A = -13 | B = -13 | C = -20 | D = -3 | E = -39 | F = 1 | G = -5 | H = 17 | I = 1 | J = -34 | K = 1
Structure: CC(C(=O)OCC(=O)c1ccc(Br)cc1)N1C(=O)C2C3C=CC(C3)C2C1=O (stereo not drawn)
  A = 2 | B = -1 | C = -32 | D = -8 | E = 0 | F = 3 | G = -2 | H = 3 | I = 10 | J = -3 | K = 11
Structure: O=C(CSc1nc2sccc2c(=O)[nH]1)N1CCN(c2ccccc2)CC1
  A = 10 | B = 0 | C = 10 | D = -27 | E = 21 | F = -7 | G = -7 | H = 3 | I = 11 | J = 3 | K = 5
Structure: COc1ccc(-c2[nH]c3ccccc3c2SCCNC(=O)c2ccccc2)cc1
  A = 6 | B = nt | C = -5 | D = 5 | E = 47 | F = 12 | G = 2 | H = 1 | I = 0 | J = 24 | K = nt
Structure: CN(C)C(=O)CN1CCN(C(=O)CCl)CC1
  A = 13 | B = 7 | C = -12 | D = -2 | E = 1 | F = 10 | G = -3 | H = 0 | I = -13 | J = -15 | K = 2
Structure: CC(C)CN1CCN(Cc2cc3ccccc3[nH]2)CC1CCO (stereo not drawn)
  A = -25 | B = 22 | C = -1 | D = 5 | E = 5 | F = 18 | G = -21 | H = 1 | I = 5 | J = -23 | K = -5
Structure: Cc1ccc(C)c(CN2C(=O)c3ccccc3S(=O)(=O)c3ccc(C(=O)N4CCN(C)CC4)cc32)c1
  A = 22 | B = 12 | C = 6 | D = 9 | E = 5 | F = -7 | G = -7 | H = -1 | I = -1 | J = 5 | K = 3
Structure: Fc1cccc(Cl)c1CNn1cn[nH]c1=S
  A = 15 | B = 2 | C = -19 | D = 1 | E = 9 | F = -16 | G = -8 | H = 4 | I = -1 | J = 0 | K = 15
Structure: C/C(=N\Nc1cc(C(F)(F)F)ccc1Cl)c1ccccc1O
  A = -8 | B = 4 | C = -17 | D = -15 | E = -12 | F = -18 | G = -5 | H = 1 | I = -2 | J = -3 | K = -8
Structure: CC1(C(=O)NCc2ccccc2)Cc2c(-c3cccc(C(F)(F)F)c3)ccnc2O1 (stereo not drawn)
  A = 30 | B = nt | C = 1 | D = 37 | E = 0 | F = -1 | G = -8 | H = nt | I = -9 | J = -22 | K = -42
Structure: Cc1ccc(-n2cc(CN3CCN(c4ccccn4)CC3)c(-c3ccc(F)cc3)n2)cc1
  A = -60 | B = -8 | C = -16 | D = 16 | E = -12 | F = 2 | G = 7 | H = 1 | I = -4 | J = 6 | K = -1
Structure: O=C(Cc1ccc(S(=O)(=O)N2CCCCC2)cc1)NCc1ccc(Cl)cc1
  A = -1 | B = -5 | C = 12 | D = 19 | E = 22 | F = 1 | G = -7 | H = 1 | I = -16 | J = 11 | K = 4
Structure: CC1CC(C)CN(S(=O)(=O)c2ccc3c(c2)n(C)c(=O)c(=O)n3C)C1 (stereo not drawn)
  A = 19 | B = 6 | C = -16 | D = 0 | E = 18 | F = 5 | G = -5 | H = 1 | I = 6 | J = -11 | K = -2
Structure: COc1ccc(C(=O)NC(=S)Nc2nnn(C)n2)cc1
  A = -15 | B = -12 | C = 1 | D = 17 | E = -26 | F = -2 | G = -3 | H = -2 | I = -4 | J = -31 | K = 0
Structure: CCCCS(=O)(=O)N1CCCC(C(=O)Nc2ccc(Cl)cn2)C1 (stereo not drawn)
  A = 17 | B = 11 | C = -14 | D = 0 | E = 9 | F = 0 | G = -3 | H = 3 | I = 4 | J = 2 | K = 3
Structure: O=C(Oc1ccccc1C(=S)N1CCOCC1)c1ccccc1
  A = 1 | B = -4 | C = -22 | D = 16 | E = 11 | F = 11 | G = -7 | H = 0 | I = 7 | J = -14 | K = -2
Structure: COc1ccc(CN2CCC2(C)C(=O)Nc2cnc3ccccc3c2)c2ccccc12 (stereo not drawn)
  A = -12 | B = nt | C = 0 | D = 24 | E = 14 | F = nt | G = -6 | H = nt | I = -14 | J = 26 | K = -8
Structure: COc1ccc(CSc2nnc(Cc3sc(-c4ccccc4)nc3-c3ccccc3)o2)cc1
  A = -7 | B = -5 | C = -9 | D = -10 | E = 17 | F = 17 | G = -5 | H = -3 | I = 6 | J = 18 | K = -11
